M1 PAM = human M1 muscarinic receptor positive allosteric modulators, primary screen, CHO-K1 cells, Fluo-8 calcium fluorescence, 1536-well; Muscarinic acetylcholine receptor M1 (Homo sapiens), P11229; CHO-K1 hM1, ACh EC20; 0% = ACh EC20, 100% = maximal ACh; activation, % at 3 µM; 360,000 compounds, 0.088% hits; AID 588819, 2011; in the data active = activation above about 19%, passing the limit was not always enough
Target sequence (P11229 whole entry, looked up): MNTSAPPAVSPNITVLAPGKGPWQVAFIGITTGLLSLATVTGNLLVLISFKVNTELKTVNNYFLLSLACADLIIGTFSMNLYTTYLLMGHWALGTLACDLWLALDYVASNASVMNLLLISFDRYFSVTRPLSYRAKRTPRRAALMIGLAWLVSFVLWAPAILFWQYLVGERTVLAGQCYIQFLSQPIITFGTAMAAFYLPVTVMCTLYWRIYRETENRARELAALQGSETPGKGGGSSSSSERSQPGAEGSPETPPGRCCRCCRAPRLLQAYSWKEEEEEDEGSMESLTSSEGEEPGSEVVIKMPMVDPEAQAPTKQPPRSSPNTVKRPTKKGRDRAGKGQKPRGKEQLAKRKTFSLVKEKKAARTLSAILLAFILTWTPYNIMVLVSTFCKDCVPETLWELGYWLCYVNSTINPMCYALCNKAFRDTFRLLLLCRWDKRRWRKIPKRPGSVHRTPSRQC
M4 PAM = human M4 muscarinic receptor positive allosteric modulators, primary screen, CHO-K1 cells, Fluo-8 calcium fluorescence | 360,000 compounds, 0.4% hits | activation, % at 3 µM | CHO-K1 hM4/Gqi5, ACh EC20; 0% = ACh EC20, 100% = maximal ACh;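 active = activation above its plate's cutoff, the mean activation of sample wells plus 3 SD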; note: some results filed as inactive read as strong as hits
M5 PAM = human M5 muscarinic receptor positive allosteric modulators, primary screen, CHO-K1 cells, Fluo-8 calcium fluorescence. CHO-K1 hM5, ACh EC20 PAM; 0% = ACh EC20, 100% = ACh EC100. Muscarinic acetylcholine receptor M5 (Homo sapiens), P08912. 360,000 compounds, 0.3% hits. activation, % at 3 µM;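 active = activation above the run cutoff, the mean activation of all test compounds plus 3 SD, cut at about 18% in these data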
Target sequence (P08912 whole entry, looked up): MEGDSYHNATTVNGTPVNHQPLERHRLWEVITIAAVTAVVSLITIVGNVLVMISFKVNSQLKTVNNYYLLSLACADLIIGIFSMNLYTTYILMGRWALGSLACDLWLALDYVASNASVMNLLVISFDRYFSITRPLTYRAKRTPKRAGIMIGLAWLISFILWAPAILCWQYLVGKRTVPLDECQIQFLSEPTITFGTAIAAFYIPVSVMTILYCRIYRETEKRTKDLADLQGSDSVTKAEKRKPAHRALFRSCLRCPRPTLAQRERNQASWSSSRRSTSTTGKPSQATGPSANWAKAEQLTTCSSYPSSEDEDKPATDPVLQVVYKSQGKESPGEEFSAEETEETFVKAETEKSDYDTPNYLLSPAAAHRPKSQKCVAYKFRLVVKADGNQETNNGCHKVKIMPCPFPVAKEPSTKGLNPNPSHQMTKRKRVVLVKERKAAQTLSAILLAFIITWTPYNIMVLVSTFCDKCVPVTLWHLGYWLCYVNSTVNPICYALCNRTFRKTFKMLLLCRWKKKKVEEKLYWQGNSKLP
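Measured by: Fluo-8 calcium fluorescence; material: human M5 receptor in CHO-K1 cells; schedule: Post-acetylcholine fluorescence recording 140 s; benchmarks: low control EC20 acetylcholine (0%), high control EC100 acetylcholine (100%); read-out: Max/basal fluorescence ratio as % of EC20–EC100 ACh window; compound: single dose, 3 µM nominal final test concentration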
CHRM4 antagonist = human M4 muscarinic receptor antagonists, primary screen, CHO cells, Fluo-8 calcium fluorescence; Muscarinic acetylcholine receptor M4 (Homo sapiens), P08173; AID 624125, 2012; CHO-hM4 cells, ACh EC80; inhibition, % at 3 µM; 360,000 compounds, 0.73% hits;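 active = inhibition above its plate's cutoff, the mean inhibition of sample wells plus 3 SD, cut at about 27% in these data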;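 note: 0% = acetylcholine EC80 with DMSO and 100% = DMSO without agonist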
CRFBP-R2 agonist = agonists of CRF-BP/CRF-R2 complex, primary screen, cell-based, HEK293, calcium dye fluorescence, uHTS | activation, % at 13.2 µM | CRF-binding protein / CRF receptor 2 complex (human) | AID 588473, 2011 | 350,000 compounds, 0.46% hits | calcium dye fluorescence (FLIPR); percent of saturating CRF peptide response;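 active = activation of at least 50%, plus an integration ratio under a set limit after plate pattern correction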;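 note: plate controls were neutral control wells without compound for no effect and CRF at EC100 for full effect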
M5 ag = human M5 muscarinic receptor agonists, primary screen, CHO-K1 cells, Fluo-8 calcium fluorescence | Muscarinic acetylcholine receptor M5 (Homo sapiens), P08912 | activation, % at 3 µM | 360,000 compounds, 0.19% hits | AID 624037, 2012 | CHO-K1 hM5 cells; 0% DMSO wells, 100% maximal acetylcholine response;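 active = activation above the run's mean over test compounds plus 3 SD, cut at about 23% in these data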;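 note: signal is peak over basal fluorescence ratio across the kinetic read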
M5 antag = human M5 muscarinic receptor antagonists, primary screen, CHO cells, Fluo-8 calcium fluorescence; CHO-hM5 cells, ACh EC80; inhibition, % at 3 µM; 360,000 compounds, 0.59% hits; Muscarinic acetylcholine receptor M5 (Homo sapiens), P08912; AID 624040, 2012;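 active = inhibition above a per-plate cutoff, the mean of that plate's test compounds plus 3 SD, cut at about 27% in these data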;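 note: 0% = acetylcholine EC80 with DMSO and 100% = DMSO without agonist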
M1 antag = human M1 muscarinic receptor antagonists, primary screen, CHO-K1 cells, Fluo-8 calcium fluorescence, 1536-well; AID 588852, 2011; inhibition, % at 3 µM; 360,000 compounds, 1.3% hits; Muscarinic acetylcholine receptor M1 (Homo sapiens), P11229; CHO-K1 hM1, ACh EC80 antagonist;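 active = percent inhibition above its own plate's cutoff, namely the mean of that plate's compound wells plus 3 SD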;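 note: peak over basal fluorescence ratio during 140 s after agonist addition; 0% = ACh EC80 plus DMSO and 100% = DMSO alone without agonist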
CHRM4 agonist = human M4 muscarinic receptor agonists, primary screen, CHO-K1 cells, Fluo-8 calcium fluorescence; Muscarinic acetylcholine receptor M4 (Homo sapiens), P08173; CHO-K1 hM4/Gqi5; vehicle 0%, full acetylcholine response 100%; activation, % at 3 µM; 360,000 compounds, 0.14% hits; AID 624127, 2012;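 active = activation above the run mean over all test wells plus 3 SD, cut at about 32% in these data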;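 note: peak over basal fluorescence ratio per well then scaled between controls; 0% = DMSO wells and 100% = acetylcholine at EC100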
An asterisk follows results filed as active.

Order of results – M1 PAM	M4 PAM	M5 PAM	CHRM4 antagonist	CRFBP-R2 agonist	M5 ag	M5 antag	M1 antag	CHRM4 agonist
CC=Cc1cc2c(c(=O)o1)C(=O)C(O)C(C)O2 (stereo not given)
    4	3	-11	-1	5.0	2	8	-10	0
CCCn1c2ccccc2c2cnn(CC(=O)OC)c(=O)c21
    4	1	2	14	0.1	-1	12	-1	0
CNC(=S)Nc1ccc(C)c(NC(=S)NC)c1
    4	0	-4	-1	-1.5	1	12	-3	0
Nc1ccc(N=Nc2ccc(N)cc2)cc1
    10	-3	4	-2	-0.5	3	3	-5	0
CC(=O)c1ccc(NC(=O)C(C)N(C)CC(=O)Nc2ccccc2Cl)cc1 (stereo not given)
    5	-2	-2	0	-1.6	-1	-6	-4	3
CCN1C(=O)/C(=C2\SC(N3CCCCC3)=NC2=O)c2ccccc21
    -1	4	-2	4	-2.0	3	5	-11	4
CCOC(=O)N1CCN(Cc2nc3cc(NC(=O)CC(C)C)ccc3n2CC)CC1
    9	0	-3	0	0.8	-2	5	-13	2
COc1ccc(NC(=O)Cc2coc3cc(C)ccc23)cc1S(=O)(=O)N1CCOCC1
    8	6	0	7	1.0	-3	1	-18	1
CC(=O)c1ccc(S(=O)(=O)Nc2ccc(Cl)c(S(=O)(=O)N3CCCC3)c2)cc1
    -4	1	-2	-4	-1.1	7	-5	9	2
COc1cccc(C2=CC(=O)C[C@H](c3ccc(F)cc3)C2)c1OC
    1	3	-4	-11	0.5	-9	4	-6	3
COc1ccc(N2CCN(CC(=O)c3ccccc3)CC2)cc1
    5	2	-1	0	0.3	-3	9	-5	1
CCOC(=O)c1ccc(CC2SC(N)=NC2=O)cc1 (stereo not given)
    1	6	-2	-1	0.0	-4	3	-4	1
CCOc1ccc(N(CC(=O)NC2CCCCC2)S(=O)(=O)c2ccccc2)cc1
    11	-4	0	2	-2.4	-3	14	-6	0
O=c1[nH]c(C2CCN(S(=O)(=O)/C=C/c3ccccc3)CC2)nc2c1nnn2Cc1ccccc1
    12	-6	2	14	2.2	-3	6	-10	1
CNC(=O)Cn1nc(-c2ccc(Cl)cc2)c2ccccc2c1=O
    1	-2	0	4	1.5	-3	5	-3	1
O=C(CCc1ccccc1)Nc1ccccc1[N+](=O)[O-]
    4	-3	4	-9	-0.6	-2	-2	-6	1
COc1ccc(C(c2sc3nc(C)nn3c2O)N2CCN(Cc3ccccc3)CC2)cc1OC (stereo not given)
    0	-13	-6	4	-0.3	1	-1	-6	3
O=C(Nc1ccc(C(=O)N2CCOCC2)cc1)C1CCCC1
    7	3	2	-16	1.2	3	-8	-12	0
O=C(CNC(=O)c1nc[nH]c1C(=O)N1CCN(c2ccccc2)CC1)OCc1ccccc1
    2	3	-8	4	-2.5	-1	16	-12	6
CCn1c(COc2ccccc2)nnc1SCC(=O)Nc1cc(C)ccc1OC
    1	-6	-8	15	0.4	0	4	-2	2
CC(=O)C1=C(NC(=O)c2ccc(C(F)(F)F)cc2)C[C@@H]2[C@H]1C2(C)C
    2	1	6	5	0.4	0	3	-13	0
N#CNC(=Nc1ccccc1)SCc1ccc(C(=O)O)cc1
    7	4	1	1	5.8	0	-9	0	1
CN(C)S(=O)(=O)c1cccc(C(=O)Nc2cc(S(=O)(=O)N3CCOCC3)ccc2N2CCCC2)c1
    6	5	8	-8	-0.4	0	-1	-2	2
O/N=C1/CCCSc2ccccc21
    7	7	-1	4	-0.8	0	-2	3	1
O=C(CC1CCCCC1)NCC1CCCO1 (stereo not given)
    7	6	2	-4	1.1	-1	-3	-13	1
O=C(COc1ccc(Br)cc1)N1CCN(c2ccc([N+](=O)[O-])c(N3CCCCC3)c2)CC1
    1	8	1	-8	-0.2	0	-6	-4	-1
Cc1nc(SCc2ccccc2)c2ccsc2n1
    -5	-11	-2	14	2.8	1	2	12	-1
CCOC(=O)c1cc(NC(=O)c2ccccc2)c(=O)n2c1oc1ccccc12
    2	4	-3	-4	-1.6	-6	-2	-2	2
Cc1ccc(OCC(=O)OCC(=O)NC2CCCCCC2)cc1C
    17	4	3	-3	-0.2	0	7	-9	0
CCC(C)(NC=O)C(=O)Nc1c(C)cccc1C (stereo not given)
    18	0	3	0	-2.2	-3	7	-20	0
COc1cc(F)ccc1S(=O)(=O)N1CCN(C23CC4CC(CC(C4)C2)C3)CC1
    2	-20	-5	14	0.7	-7	3	1	2
CCc1nc2ccc(C(=O)N3CCN(c4ccccc4)CC3)cc2nc1CC
    -1	1	-3	-4	-0.3	-5	13	-2	1
Cc1cc(C)n2nc(C(=O)Nc3ccn(Cc4ccccc4C)n3)cc2n1
    -1	4	-6	-4	-2.0	-5	7	-2	3
COc1ccc(CCNC(=O)C(NC(=O)OCc2ccccc2)C(C)C)cc1OC (stereo not given)
    1	-15	-2	1	3.0	2	12	-6	1
COc1cccc2c1C(=O)c1c(O)c3c(c(O)c1C2=O)CC(O)(C(C)=O)CC3OC1CC(N(C)C)C(O)C(C)O1 (stereo not given)
    6	-2	-1	14	89*	19	7	-12	7
COc1cccc(NC(=O)NNC(=O)C(C)Oc2ccc3ccccc3c2)c1 (stereo not given)
    4	-4	-4	6	-0.4	-2	-1	-7	2
O=C(NC1CCCC1)C(=O)N(c1ccccc1F)C(C(=O)NCC1CCCO1)c1cccs1 (stereo not given)
    -9	-8	-11	-1	1.4	5	8	8	10
COc1ccc(OC)c(S(=O)(=O)N2CCC(C(=O)NC(C)c3ccccc3)CC2)c1 (stereo not given)
    8	7	2	4	-0.1	-1	1	-2	4
CSc1nccc(Oc2ccccc2Cl)n1
    12	-5	-8	5	-1.8	-7	12	-15	-2
Cc1cc(C)cc(N(CC(=O)Nc2ccc(C(F)(F)F)cc2)S(=O)(=O)c2c(C)[nH]c(=O)[nH]c2=O)c1
    14	8	7	1	-0.3	-3	-5	-18	0
CC(C)CC(=O)NS(=O)(=O)c1ccc(NC(=O)c2ccco2)cc1
    5	-9	-11	3	0.8	-5	7	-9	0
COc1cc(C(=O)NCCOc2ccccc2C)c(Br)c(OC)c1OC
    13	-1	4	-1	1.5	-4	-9	-2	2
N#CCC(=O)Nc1ccc(C(=O)OCC(=O)Nc2ccc3ccccc3c2)cc1
    8	0	-6	1	-0.5	1	12	-10	2
O=C(CSc1ncn[nH]1)NCCOc1ccccc1
    -7	4	2	11	0.5	-1	-1	22	1
COc1ccc(C(=O)C[n+]2ccc(N(C)C)cc2)cc1
    1	-3	0	0	-0.6	-12	7	5	0
NC(=O)COC(=O)c1cc(-c2ccco2)nc2ccccc12
    7	-7	-3	9	1.3	1	8	-12	2
Cn1c(NC(=O)c2ccccc2)cc(=O)n(C)c1=O
    14	9	3	-23	0.5	0	-3	-17	1
Nc1ncccc1C(=O)OCC(=O)NC1CCCCCC1
    1	5	4	0	2.3	-1	7	6	2
COc1ccc(CNC(=O)COC(=O)c2ccc(OCC3CCCO3)cc2)cc1 (stereo not given)
    8	-1	-4	-1	-1.1	7	-2	-10	6
Cc1cc2c([nH]c3ccccc32)c(C)n1
    9	-5	10	8	0.0	3	-1	-21	1
Cc1[nH]n(-c2cccc(Cl)c2)c(=O)c1C=NCc1ccco1
    10	1	-4	0	0.1	-3	-10	-10	1
Cc1ccc(C)c(NC(=O)c2ccccn2)c1
    3	-3	-1	-1	-1.3	1	0	-3	0
CC1=C(C(=O)OC(C)C)C(c2ccc(N(C)C)cc2)C2=C(CC(C)(C)CC2=O)N1 (stereo not given)
    -2	-2	-7	-1	-1.1	-3	4	8	0
Cc1cc2nc(/N=C(\N)NC(=O)C(C)C)nc(C)c2cc1C
    6	2	1	-4	1.2	-2	6	-14	0
O=C(COC(=O)c1ccc(F)cc1F)NCCC1=CCCCC1
    13	8	0	-2	0.2	-3	9	-6	1
CC1CCCC(NC(=O)c2ccc3c(c2)OCO3)C1C (stereo not given)
    13	12	3	0	-1.5	-4	-2	-19	-1
C=CCN(c1cccc(C(F)(F)F)c1)S(=O)(=O)c1cccc(C(=O)OCC(=O)Nc2ccccc2)c1
    -5	-13	-7	10	1.3	-6	5	4	0
CC(C)c1ccc(NC(=O)CN2C(=O)NC(Cc3c[nH]c4ccccc34)C2=O)cc1 (stereo not given)
    -8	-3	-16	11	-1.7	-4	8	8	0

Gathered by group, the compounds so far containing an NH in an aromatic ring.
Order of results – M1 PAM	M4 PAM	M5 PAM	CHRM4 antagonist	CRFBP-R2 agonist	M5 ag	M5 antag	M1 antag	CHRM4 agonist
O=c1[nH]c(C2CCN(S(=O)(=O)/C=C/c3ccccc3)CC2)nc2c1nnn2Cc1ccccc1
    12	-6	2	14	2.2	-3	6	-10	1
O=C(CNC(=O)c1nc[nH]c1C(=O)N1CCN(c2ccccc2)CC1)OCc1ccccc1
    2	3	-8	4	-2.5	-1	16	-12	6
Cc1cc(C)cc(N(CC(=O)Nc2ccc(C(F)(F)F)cc2)S(=O)(=O)c2c(C)[nH]c(=O)[nH]c2=O)c1
    14	8	7	1	-0.3	-3	-5	-18	0
O=C(CSc1ncn[nH]1)NCCOc1ccccc1
    -7	4	2	11	0.5	-1	-1	22	1
Cc1cc2c([nH]c3ccccc32)c(C)n1
    9	-5	10	8	0.0	3	-1	-21	1
Cc1[nH]n(-c2cccc(Cl)c2)c(=O)c1C=NCc1ccco1
    10	1	-4	0	0.1	-3	-10	-10	1
CC(C)c1ccc(NC(=O)CN2C(=O)NC(Cc3c[nH]c4ccccc34)C2=O)cc1 (stereo not given)
    -8	-3	-16	11	-1.7	-4	8	8	0
